Bioassay records: PubChem BioAssay, several laboratories
PDI inh = PDI (human) enzyme inhibition. P07237. PDI insulin aggregation turbidity, A650, 90 min. inhibition, % at 10 µM. 350,000 compounds, 0.052% hits. AID 588391;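 active = mean inhibition across replicates of 30% or more, whatever share of single replicates reach that level; inconclusive = mean inhibition below 30% while every single replicate reaches 30%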;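 note: absorbance from insulin aggregation driven by PDI reduction with DTT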
Target sequence (P07237 whole entry, looked up): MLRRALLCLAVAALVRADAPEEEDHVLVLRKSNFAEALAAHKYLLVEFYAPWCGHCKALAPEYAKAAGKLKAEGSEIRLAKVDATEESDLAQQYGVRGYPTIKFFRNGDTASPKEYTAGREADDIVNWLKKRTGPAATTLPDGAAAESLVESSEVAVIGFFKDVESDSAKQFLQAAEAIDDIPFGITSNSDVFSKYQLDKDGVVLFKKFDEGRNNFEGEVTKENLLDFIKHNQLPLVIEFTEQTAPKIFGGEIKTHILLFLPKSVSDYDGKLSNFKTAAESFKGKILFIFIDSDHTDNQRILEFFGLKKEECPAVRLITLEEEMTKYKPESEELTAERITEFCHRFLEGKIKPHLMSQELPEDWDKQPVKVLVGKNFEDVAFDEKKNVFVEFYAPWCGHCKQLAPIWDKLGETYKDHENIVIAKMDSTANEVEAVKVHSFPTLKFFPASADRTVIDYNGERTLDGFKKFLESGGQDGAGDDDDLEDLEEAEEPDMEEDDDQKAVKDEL
aDG glyco act = alpha-DG glycosylation activation; Pro5-aDG cells, alpha-DG glycosylation AlphaScreen (IIH6); 0% Pro5, 100% B10-LARGE cell signal; activation, % at 10 µM; 360,000 compounds, 0.22% hits;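 active = activation of at least 8% versus controls, or a plate z-score of at least 8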;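 note: Pro5 are CHO cells carrying HIG-tagged alpha-DG that lacks glycosylation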
MC4R antagonist = blocks human MC4R cAMP signaling; 360,000 compounds, 0.48% hits; P32245; AID 540295; MC4R-expressing cells, MTII-stimulated cAMP, LANCE TR-FRET; inhibition, % at 6.5 µM;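 active = inhibition above its plate's cutoff, the mean of tested wells on that plate plus 3 SD, cut at about 29% in these data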;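 note: 0% = Melanotan II alone and 100% = Melanotan II plus saturating MCL0020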
Target sequence (P32245 whole entry, looked up): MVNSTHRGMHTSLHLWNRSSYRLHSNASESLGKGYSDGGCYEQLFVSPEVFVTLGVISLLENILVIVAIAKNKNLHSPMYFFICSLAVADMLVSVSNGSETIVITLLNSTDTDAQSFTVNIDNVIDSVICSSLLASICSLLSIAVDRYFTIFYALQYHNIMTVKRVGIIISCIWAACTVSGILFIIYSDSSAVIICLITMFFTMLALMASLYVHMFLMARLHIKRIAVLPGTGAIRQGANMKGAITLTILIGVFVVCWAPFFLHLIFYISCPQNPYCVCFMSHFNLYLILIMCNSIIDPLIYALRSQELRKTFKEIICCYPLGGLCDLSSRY
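system = U2OS cells with stable human MC4R expression | also added = Melanotan II challenge after compound preincubation | dosing = one concentration, 6.5 µM nominal | incubation = compound 30 min, challenge 1 h, detection 1 h | measured by = TR-FRET with Eu-cAMP and labeled anti-cAMP, 671 nm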
N-glyco inh = blocks N-linked glycosylation in D54 reporter cells; 360,000 compounds, 0.23% hits; AID 588692; reporter increase, % at 12.5 µM; D54 ERlucT glycosylation luciferase reporter, 24 h; percent of 100 nM tunicamycin response;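 active = mean luciferase reporter signal, scaled so untreated is 0 and the glycosylation-blocking control 100, at or above a set limit in every replicate; inconclusive = mean reaches the limit but not every replicate does; inactive = mean below the limit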;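 note: luciferase carries N-glycosylation sites so blocking glycosylation raises the light; 0% = median of neutral control wells and 100% = median of 100 nM tunicamycin wells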
HTR2A ag = activates the mouse 5-HT2A serotonin receptor; P35363; 360,000 compounds, 0.66% hits; activation, % at 7.6 µM; CHO-K1 mHTR2A beta-arrestin complementation, luminescence; percent of 30 µM serotonin response;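 active = activation above a run cutoff, the mean activation of all tested compounds plus 3 SD, cut at about 14% in these data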;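 note: 0% = plate median of compound wells and 100% = 30 µM serotonin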
H9c2 protect = protects H9c2 cardiomyocytes from peroxide injury; H2O2 injury protection, ATPLite, 2 h; 360,000 compounds, 0.63% hits; protection from H2O2 cell death, % at 20 µM;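 active = compounds giving at least 50% protection of heart cells from peroxide-induced death in the single-dose screen, raw or plate-pattern-corrected value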;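 note: 0% = DMSO wells with peroxide and 100% = DMSO wells without peroxide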
CaV13 ICDI inh = Primary screen for inhibitors of IQ motif and Ca2+-dependent inactivation inhibitor domain binding in CACNA1D, Förster resonance energy transfer in living cells, …; HEK cells, CFP/YFP FRET ICDI-IQ, plate reader, 10 min; percent FRET-ratio fall versus neutral wells; inhibition, % at 12.3 µM; 340,000 compounds, 0.098% hits; AID 743397;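 active = mean replicate inhibition of at least 30% and at least 1% of replicates passing that level; inconclusive = only one of the two criteria is met; inactive = neither criterion is met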;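 note: 0% = median of the neutral control wells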
MC4R ag barr = activates human MC4R beta-arrestin recruitment; U2OS MC4R beta-arrestin complementation, luminescence; percent of melanotan II response, DMSO zero; activation, % at 8.9 µM; 360,000 compounds, 0.98% hits;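 active = activation above a per-plate cutoff, the mean activation of sample wells on that plate plus 3 SD, cut at about 8% in these data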
ABCB6 inh 2 = human ABCB6 transporter inhibition | Q9NP58 | K562-ABCB6 porphyrin accumulation, flow cytometry, 1 h; active compounds read low | fluorescence ratio to DMSO, % at 10 µM | 360,000 compounds, 0.19% hits;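 active = fluorescence ratio to DMSO below 75%, the collection mean minus 3 SD; inconclusive = too few cells collected in the well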;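 note: signal is porphyrin accumulated inside mitochondria; 100% equals median channel fluorescence of DMSO control wells; lower ratio means ABCB6 inhibition with less porphyrin fluorescence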
Vif imaging = HIV Vif inhibition; inhibition, % at 7.49 µM; AID 602346; 340,000 compounds, 0.35% hits; HEK293T cells, Vif self-association by quenched fluorescence, imaging, 24 h; in the data active = inhibition above about 50%, passing the limit was not always enough; inconclusive = no clear call, values can overlap the other calls; inactive = below about 31%; note: some results filed as inactive read as strong as hits
Numbers without * were called inactive; ? = inconclusive; · = no result given.

SMILES	PDI inh	aDG glyco act	MC4R antagonist	N-glyco inh	HTR2A ag	H9c2 protect	CaV13 ICDI inh	MC4R ag barr	ABCB6 inh 2	Vif imaging
Cn1c(=O)c2c(nc(NNC(=O)C(F)(F)F)n2C)n(C)c1=O	18.3	-0.1	4.8	3.5	0.4	-0.6	-15.3	-1.5	96.0	0.6
Cn1c(=O)n(C)c2cc([N+](=O)[O-])c(N3CCN(S(=O)(=O)c4ccccc4)CC3)cc21	5.1	0.0	14.9	-1.1	-1.2	11.8	-2.3	-1.5	96.0	-17.8
CCOc1ccc(C(=O)C[n+]2cccc3cc(C)ccc32)cc1	5.1	0.2	0.3	-1.2	-0.5	-13.8	-22.9	-0.6	558.0	3.5
NS(=O)(=O)c1ccc(CCNC(=O)COC(=O)COc2cccc(C(F)(F)F)c2)cc1	13.8	0.0	6.6	-1.7	3.7	7.0	-5.4	-0.9	91.0	23.0
COc1cc(SC)ccc1C(=O)Nc1ccc2c(c1)OCCO2	1.7	0.2	-8.7	-15.8	-7.1	-24.4	-7.0	0.1	96.0	-4.4
CCN(CC)Cc1ccc(OC)c(Cl)c1	5.1	0.0	9.2	0.6	-1.6	-2.6	-4.2	-2.1	99.0	-3.9
CCCOc1ccc(C(=O)N(CC(C)C)c2c(N)n(Cc3ccccc3)c(=O)[nH]c2=O)cc1	-7.7	5.7*	9.6	1.5	-4.5	6.2	-2.4	-1.0	97.0	-8.3
CCCCn1c(NCCO)nc2ccccc21	1.8	-0.1	2.5	1.4	0.4	2.1	-5.7	0.2	101.0	-0.3
C/C(=N\NC(=O)c1c(Br)cnn1C)c1ccc(NC(=O)c2ccc(F)cc2)cc1	-5.6	0.5	6.2	-4.6	-3.3	3.9	-3.9	3.1	90.0	-1.0
O=C(N[C@@H](Cc1ccccc1)C(=O)O)c1c(F)c(F)c(F)c(F)c1F	2.4	0.1	9.0	-0.1	-3.6	2.8	-4.5	-0.4	100.0	-0.4
CCOc1ccc(CCNC(=O)CN(C)S(=O)(=O)c2cccs2)cc1OCC	-3.5	-0.3	8.3	-5.3	6.5	6.4	-5.7	0.9	98.0	-3.4
CC1=CC(c2ccc(Cl)cc2)n2ncnc2N1 (stereo not drawn)	-2.0	0.7	5.6	0.6	6.5	1.3	-3.0	0.5	93.0	·
COc1ccc(OC)c2sc(NC(=O)C3=COCCO3)nc12	·	-0.1	8.2	6.6	1.1	7.3	-10.6	1.2	90.0	-5.9
CS(=O)(=O)N1CCN(c2ccccc2NC(=O)CSc2nnc(-c3ccco3)o2)CC1	-3.4	-0.2	28.2	0.1	3.4	11.5	-4.7	-0.9	103.0	-1.8
CCO[C@@H]1OC(C(=O)O)=C[C@H](c2ccccc2)[C@H]1CCCO	0.5	-0.1	3.5	3.9	2.5	-1.2	-12.0	0.8	95.0	19.3
O=c1cc(-c2ccc(OCc3ccccc3)cc2)oc2cc(OCc3ccccc3)cc(OCc3ccccc3)c12	-12.5	-0.1	13.4	-3.8	1.3	-4.3	-5.3	-1.0	104.0	4.9
CCOc1cc(C)c(S(=O)(=O)Nc2ccc(F)cc2)cc1C	-2.3	0.4	19.6	-4.2	6.0	-13.6	-3.4	15.7*	102.0	-15.4
CC(=O)Nc1ccc(N=NC2C(=O)N(C(N)=S)N=C2C)cc1 (stereo not drawn)	5.4	-0.1	-24.4	0.8	5.7	-0.4	-2.3	-0.8	103.0	1.2
CCOC(=O)C1=C(c2ccccc2)NC(=O)NC1c1cc(Br)c(O)c(OC)c1 (stereo not drawn)	-4.3	0.1	0.4	-1.2	1.4	3.7	-9.0	-1.5	97.0	-5.6
CCSc1nc(-c2cccs2)nc2ccccc12	22.6	0.5	-2.5	-1.0	2.7	-14.6	-0.6	0.5	95.0	7.2
Cc1c(NC(=O)c2cccc(-c3cc4ccccc4oc3=O)c2)cccc1-c1nc2ncccc2o1	-1.8	0.3	12.3	-1.3	-3.7	0.7	-3.6	-1.2	101.0	-3.3
O=C(COc1ccccc1Cl)NCCc1ccc2c(c1)OCCO2	7.0	-0.2	-5.7	1.3	-1.8	-3.6	-2.8	-2.1	94.0	-2.2
CS(=O)(=O)N1CCC(Oc2ccccc2C(=O)N2CCN(CC3CC3)CC2)CC1	-2.2	-0.1	22.4	-0.7	-2.2	2.9	-3.0	-4.5	98.0	22.9
CCN1CC=C2C(C#N)=C(N)C(C#N)(C#N)C(c3cc(Cl)ccc3Cl)C2C1 (stereo not drawn)	-1.0	0.2	5.0	2.6	3.2	12.3	-5.1	-2.6	124.0	54.1
O=C(NCc1ccccc1)c1cncc(Br)c1	0.3	-0.1	-2.3	-3.1	-2.8	-0.9	-5.7	-1.9	86.0	-2.9
O=C(Cn1nnc(-c2ccccc2NC(=O)C2CC2)n1)NC1CCCCC1	-2.4	0.2	4.8	1.4	3.6	2.2	-5.9	-0.4	100.0	5.9
CCOc1ccc(C(=O)C(C)OC(=O)c2nc(Cl)ccc2Cl)cc1 (stereo not drawn)	-11.3	0.0	17.9	-0.4	-7.0	-6.6	-5.9	-0.7	101.0	-2.9
Cc1cc(O)ccc1-c1cnc2ccccc2n1	-3.7	0.2	-1.5	4.0	4.0	3.0	-3.7	2.1	102.0	16.4
Cc1ccc(S(=O)(=O)N(C)C[C@@H]2Oc3ccc(NS(C)(=O)=O)cc3CC(=O)N([C@H](C)CO)C[C@@H]2C)cc1	6.9	-0.3	6.4	3.9	11.3	10.2	-6.7	-1.3	100.0	10.3
CCN(C(=O)Cc1nc(N)n[nH]1)C1(C(=O)Nc2ccccc2)CCCCC1	-4.3	-0.2	-1.1	-2.4	-4.9	4.0	-3.6	-3.0	93.0	?
CCOC(=O)C(c1ccccc1)C(Nc1ccc(F)cc1)c1ccccn1 (stereo not drawn)	-10.6	-0.2	0.9	-1.7	0.9	0.6	-4.5	0.5	96.0	-2.9
CC(=O)OC1COC(n2ccc3cc([N+](=O)[O-])ccc32)C(OC(C)=O)C1OC(C)=O (stereo not drawn)	0.3	0.0	8.4	0.8	-2.2	-3.6	-4.6	-0.6	97.0	14.2
CCc1ccc(S(=O)(=O)Nc2c(NC3CCCCC3)c3ccccc3oc2=O)cc1	-2.6	-0.1	6.5	-3.2	-3.8	9.5	·	-1.8	104.0	2.2
c1cc(-c2ccc3c(c2)CCO3)n2cnnc2c1	-4.7	-0.1	-0.3	2.8	3.3	3.9	-5.7	-1.2	101.0	6.8
Cc1ccc(S(=O)(=O)N2CCC(NC(=O)c3cccc(C)c3)CC2)cc1	4.9	-0.1	-3.2	1.8	-2.1	3.4	-2.3	-0.3	92.0	-8.6
O=C(Nc1ccc(N2CCN(C(=O)c3ccco3)CC2)c(Cl)c1)c1cccs1	6.7	0.5	-2.2	-7.3	1.4	26.1	-0.5	-0.3	82.0	-22.1
Cc1cc(NC(=O)CSc2nnnn2-c2ccc(C)c(C)c2)no1	-0.4	-0.2	-5.2	0.7	-1.9	-6.5	5.4	-0.9	96.0	-5.8
CC(=O)Nc1cccc(NC(=O)Nc2ccc(C(C)=O)cc2)c1	-1.8	-0.4	13.3	0.0	-1.6	-4.0	-3.2	0.3	100.0	2.1
Cc1cccc(NC(=O)c2cc(Cl)nc3ccccc23)c1	-3.8	-0.1	0.9	-1.1	-3.3	0.0	·	-1.1	92.0	15.3
O=C(CSc1n[nH]c(-c2ccco2)n1)Nc1ccccc1F	3.3	0.7	1.9	1.0	-2.4	6.3	-2.7	-1.3	96.0	6.6
Oc1ccccc1N1CCN(C(=S)NCCc2ccccc2)CC1	-3.8	-0.2	-7.3	0.9	-3.9	3.2	-4.9	0.4	100.0	-2.3
O=C(c1ccccc1OCc1ccccc1Br)N1CCN(c2ncccn2)CC1	4.2	0.3	-2.2	-6.2	5.3	-3.0	-4.4	-0.8	92.0	-5.4
CCn1c(/N=C/c2ccc(OC)cc2O)nc2ccccc21	16.7	0.1	-0.3	0.9	0.2	13.5	-20.3	-1.6	102.0	-3.0
CC(C)Cc1nc(NCCN2CCOCC2)c(C#N)c2c1COC(C)(C)C2	2.2	0.1	6.6	-0.5	-5.1	9.0	·	-0.9	102.0	24.6
O=c1[nH]c(/C=C\c2ccc(O)c(O)c2)nc(O)c1[N+](=O)[O-]	-3.7	-0.1	3.1	-0.6	-7.4	2.3	-4.7	-0.5	98.0	-5.8
O=S1(=O)CCOC[C@H](Cc2ccccc2)N1Cc1cccc(C(F)(F)F)c1	-3.4	0.2	8.1	-1.9	-1.1	-21.5	-8.5	2.7	94.0	-0.7
CC1CCN(C(=O)C2CCN(S(=O)(=O)c3cccc4nsnc34)CC2)CC1	-6.6	0.1	7.3	-2.0	-0.4	3.0	-3.8	-3.0	102.0	-3.9
O=C(CNC(=O)c1ccccc1F)N/N=C/c1cn[nH]c1-c1ccccc1	2.2	-0.3	-5.8	3.0	-6.5	5.6	-3.0	-3.1	95.0	-1.3
Cc1ccccc1NC(=O)C1CCCN(S(=O)(=O)c2ccc(-n3cnnn3)cc2)C1 (stereo not drawn)	0.7	-0.1	1.5	0.5	2.5	1.5	-3.2	0.7	97.0	-21.4
Cc1onc(-c2ccccc2Cl)c1C(=O)N1CCC(C(N)=O)CC1	-2.4	0.5	3.4	-0.8	-1.4	4.3	-4.7	0.2	102.0	13.4
COc1ccc(CCNC(=O)CC(=O)N/N=C/c2ccc(Br)cc2)cc1OC	0.9	-0.2	7.6	0.7	-8.7	-0.6	-5.1	-1.2	99.0	3.5
Cc1ccc(NC(=O)CN2C(=O)NC(C)(C)C2=O)cc1S(=O)(=O)N1CCCCCC1	-2.4	0.1	4.5	-1.0	2.7	0.0	-7.8	-0.3	98.0	-2.7
CC(=O)N(CCC(c1ccco1)C(C)C)Cc1ccc(OC(C)C)cc1 (stereo not drawn)	-2.1	0.1	7.8	-2.1	-2.5	0.1	-5.4	0.5	95.0	-2.4
Cc1c(C(=O)NC2CC(=O)N(c3ccc4c(c3)OCCO4)C2)cccc1[N+](=O)[O-] (stereo not drawn)	11.7	0.1	10.7	-1.7	10.1	-3.4	-4.8	-3.3	95.0	-10.8

Marked active in aDG glyco act, among the entries above:
SMILES,PDI inh,aDG glyco act,MC4R antagonist,N-glyco inh,HTR2A ag,CaV13 ICDI inh,MC4R ag barr,ABCB6 inh 2,Vif imaging
CCCOc1ccc(C(=O)N(CC(C)C)c2c(N)n(Cc3ccccc3)c(=O)[nH]c2=O)cc1,-7.7,5.7*,9.6,1.5,-4.5,-2.4,-1.0,97.0,-8.3
